# Assay outcomes: PubChem BioAssay, several laboratories
# GSK3A inh: blockers of GSK3A enzyme activity – biochemical, luminescence, cell-free homogeneous, HTS, primary screen | Glycogen synthase kinase-3 alpha (Homo sapiens), P49840 | GSK-3 alpha kinase, ADP-Glo luminescence, 60 min | inhibition, % at 10 µM | actives 0.1% (n = 320,000) | AID 2650, 2010;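 in the data active = inhibition above about 50%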;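 note: GST-tagged GSK-3 alpha with peptide substrate and 25 µM ATP; 0% = DMSO neutral wells and 100% = GW8510 positive control wells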
# KCNK9 block: KCNK9 potassium channel inhibitors, primary screen, HEK293 cells, thallium flux; AID 488922, 2010; FluxOR thallium flux fluorescence; hits give low values; B-score at 10 µM; actives 1.2% (n = 310,000);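 active = ratio B-score over 3 SD below the library mean, with starting fluorescence within 5 SD of its mean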;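 note: negative B-score means less thallium flux so channel inhibition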
# hERG rescue: hERG rescue from dofetilide block, primary screen, cell-based, CHO-hERG, FluxOR thallium flux, dofetilide IC70. Voltage-gated inwardly rectifying potassium channel KCNH2 (Homo sapiens), Q12809. AID 1511, 2009. activation (rescue from dofetilide block), less the hit threshold, % at 10 µM. dofetilide IC70 present. actives 0.51% (n = 310,000);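 active = activation above the mean of controls blocked by dofetilide plus 5 SD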;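 note: thallium influx through hERG after potassium depolarization seen as dye fluorescence rise; in these data hits start at about 4.7%; inactives centre near -7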
# HDAC3 inh: HDAC3 deacetylase inhibitors, primary screen, biochemical, fluorescence, cell-free homogeneous | recombinant HDAC3, fluorogenic peptide/trypsin coupled | inhibition, % at 8.3 µM | actives 0.15% (n = 320,000) | AID 2718, 2010; in the data active = inhibition above about 26%, passing the limit was not always enough
# Target sequence (O15379 whole entry, looked up): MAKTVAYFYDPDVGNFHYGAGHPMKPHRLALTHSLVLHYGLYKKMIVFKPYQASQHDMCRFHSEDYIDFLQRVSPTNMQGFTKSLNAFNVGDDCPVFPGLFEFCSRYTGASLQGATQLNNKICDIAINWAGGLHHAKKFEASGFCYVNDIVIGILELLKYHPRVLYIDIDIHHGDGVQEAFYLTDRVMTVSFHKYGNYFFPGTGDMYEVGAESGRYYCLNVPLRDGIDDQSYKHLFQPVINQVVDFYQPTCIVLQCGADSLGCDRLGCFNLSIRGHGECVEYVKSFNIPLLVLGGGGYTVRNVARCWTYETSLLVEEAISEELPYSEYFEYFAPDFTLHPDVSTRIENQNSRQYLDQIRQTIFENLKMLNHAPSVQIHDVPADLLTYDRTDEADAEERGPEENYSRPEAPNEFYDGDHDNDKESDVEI
# GSK3beta inhib: human GSK3beta kinase inhibitors, primary screen, biochemical, cell-free homogeneous, HTS; Glycogen synthase kinase-3 beta (Homo sapiens), P49841; activity score (negative = inhibition), % at 10 µM; GST-GSK3beta kinase, ADP-Glo luminescence, 60 min; hits give low values; actives 0.038% (n = 300,000);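 active = more than half of replicate wells score below -50%, meaning over 50% inhibition versus plate controls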;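 note: 0% = median DMSO wells and -100% = median GW8510 positive control wells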
# Target sequence (P49841 whole entry, looked up): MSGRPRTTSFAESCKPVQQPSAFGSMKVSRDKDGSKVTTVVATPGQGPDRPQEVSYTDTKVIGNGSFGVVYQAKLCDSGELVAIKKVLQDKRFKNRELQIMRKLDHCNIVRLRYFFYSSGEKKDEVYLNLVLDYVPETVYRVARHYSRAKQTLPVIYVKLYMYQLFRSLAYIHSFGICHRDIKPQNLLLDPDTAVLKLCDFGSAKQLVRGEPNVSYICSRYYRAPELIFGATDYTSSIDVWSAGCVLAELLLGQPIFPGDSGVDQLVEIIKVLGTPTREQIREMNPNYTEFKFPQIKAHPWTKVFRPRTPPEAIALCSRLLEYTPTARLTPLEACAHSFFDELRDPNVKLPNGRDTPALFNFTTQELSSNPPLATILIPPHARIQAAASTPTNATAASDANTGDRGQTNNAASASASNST
#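 Test system: GST-fused GSK3beta enzyme, cell-free | Quantity: 1.6 ng GST-GSK3beta enzyme per well | Reagent: 25 µM ATP with peptide substrate | Schedule: 60 min enzyme reaction, room temperature | Signal: Luminescent ADP-Glo measurement of ADP formed | Read-out basis: Score relative to plate controls | Control set: DMSO and 20 µM GW8510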
# KCNQ1 act: potentiators or activators of KCNQ1 channel, primary screen, cell-based, thallium flux, high-throughput | CHO-K1 KCNQ1, thallium flux FluxOR fluorescence; hits give high values | B-score at 10 µM | actives 0.35% (n = 310,000) | AID 2648, 2010;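 active = fluorescence ratio B-score, a plate-corrected score, at least three library SD, with initial intensity B-score within 5 SD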
#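 Assay system: CHO-K1 cells stably expressing KCNQ1. Medium: assay buffer for compound exposure, DMSO matched across wells. Timing: 37 °C overnight plating, 90-min dark dye load, 20-min compound pretreatment. Signal: kinetic FluxOR fluorescence, 10 s baseline plus 110 s post-stimulus.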
# KCNQ1 block: inhibitors of human KCNQ1 channel, primary screen, cell-based, thallium flux, high-throughput. B-score at 10 µM. actives 1.3% (n = 310,000). CHO-K1 KCNQ1, FluxOR thallium flux fluorescence; hits give high values. Potassium voltage-gated channel subfamily KQT member 1 (Homo sapiens), P51787. AID 2642, 2010;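 active = compounds whose thallium flux B-score, printed positive for inhibition, exceeds three library SD while starting fluorescence stays within three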;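 note: channel opened by potassium depolarization with thallium stimulus after 20 min compound exposure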
# Dyrk1A ADPGlo: rat Dyrk1A kinase inhibitors, primary screen, biochemical, single point, plate reader; AID 504441, 2011; inhibition, % at 12.5 µM; Dual specificity tyrosine-phosphorylation-regulated kinase 1A (Rattus norvegicus), Q63470; ADP-Glo luminescence, NFATc1 peptide; actives 0.43% (n = 310,000); in the data active = inhibition above about 50%;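 note: plate controls were vehicle with enzyme for no effect and no enzyme for full effect; many of its hits are not listed in these tables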
# RGS4 act: RGS4 potentiators or activators, primary screen, cell-based, HEK293 M3R inducible RGS4, calcium flux; carbachol calcium flux Fluo4; hits give low values; B-score at 10 µM; actives 0.92% (n = 310,000); AID 463111, 2010;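 active = B-score of the integrated calcium signal more than 4 SD below the library mean, with starting fluorescence not abnormally high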;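 note: negative B-score means reduced calcium response which marks RGS4 activation or potentiation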
#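 Detection: kinetic calcium fluorescence imaging with Fluo4-AM dye, 2 µM / Material: HEK293 cells with stable M3R and inducible RGS4 / Schedule: recording 10 s baseline at 1 Hz, 100 s post-agonist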
# KCNK3 inh: human KCNK3 channel inhibitors, primary screen, CHO cells, FluxOR thallium flux, B-score | FluxOR fluorescence; hits give low values | actives 0.84% (n = 340,000) | Potassium channel subfamily K member 3 (Homo sapiens), O14649 | B-score at 10 µM;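 active = B-score under library mean minus 4 SD, starting fluorescence ratio at most library mean plus 5 SD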;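 note: more negative B-score means stronger inhibition of thallium flux through KCNK3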
# PolyA inhibitor: polyadenylation inhibitors in yeast reporter cells, primary screen, luminescence, S. cerevisiae | S. cerevisiae SKY197-pL101 polyadenylation reporter, beta-gal luminescence; efflux-impaired pdr1/pdr3 knockout yeast; score 100 = 6 SD above DMSO | calls only at 12 µM | actives 0.02% (n = 300,000);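 active = lowest replicate activity score at least 50, where 100 means six control SD above control mean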;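 note: yeast exposed to compound for 9 h at 30 °C; higher score means more reporter readthrough which indicates perturbed polyadenylation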
# Starred values were filed as active, the others as inactive; i = inactive; nt = no result given. Not all compounds are listed; the hit share may differ from the screen's.
SMILES,GSK3A inh,KCNK9 block,hERG rescue,HDAC3 inh,GSK3beta inhib,KCNQ1 act,KCNQ1 block,Dyrk1A ADPGlo,RGS4 act,KCNK3 inh,PolyA inhibitor
COc1ccc(/C(C)=N/NC(=O)CNC(=O)C2COc3ccccc3O2)c(OC)c1 (stereo unspecified),-2,i,-13,7,0,i,i,0,i,i,i
O=C(NCCc1ccccc1)C1CCN(Cc2ccccc2F)CC1,0,i,-3,-6,3,i,i,-5,i,i,i
CCSc1ncc(C)cc1[N+](=O)[O-],-2,i,-4,0,1,i,i,0,i,i,i
CCOc1ccc2nc(SC(C)C(N)=O)[nH]c2c1 (stereo unspecified),-2,i,-6,4,2,i,i,0,i,i,i
CCc1nc(SCc2cccnc2)c2c(=O)n(C)c(=O)n(C)c2n1,-2,i,-5,-3,3,i,i,-3,i,i,i
c1ccc(-c2csc(-c3ccc(-c4csnn4)cc3)n2)cc1,0,i,0,-7,0,i,i,6,i,i,i
CCOC(=O)c1cnc2c(C(F)(F)F)cccc2c1NCCCN1CCOCC1,-2,i,-9,10,2,i,i,3,i,i,i
N/C(Cc1nc(-c2ccc(F)cc2)cs1)=N\O,3,i,-8,-6,1,i,i,nt,i,i,i
Cc1ccc2cccc(OCC(=O)NCc3ccco3)c2n1,4,i,-10,4,-2,i,i,11,i,i,i
COc1cc(C2/C(=C(\O)c3ccc4c(c3)CC(C)O4)C(=O)C(=O)N2CCCn2ccnc2)cc(OC)c1OC (stereo unspecified),0,i,-8,6,-1,i,i,-3,i,i,i
CCOC(=O)c1c(C)[nH]c(C(=O)/C(C#N)=C/c2ccc(OC)c(OC)c2)c1C,-2,i,-2,6,2,i,i,0,i,i,i
CC(C)(C)NC(=O)/C=C/c1cccc(C(F)(F)F)c1,nt,i,-2,nt,-4,i,i,nt,i,i,i
CC1CN(C(=O)c2cccc(COc3ccc(Br)cc3)c2)CC(C)O1 (stereo unspecified),-1,i,-6,2,-7,i,i,-1,i,i,i
Cn1c(SCc2ccccc2)nnc1-c1ccc2c(c1)OCO2,4,i,-2,-4,-2,i,i,6,i,i,i
O=C(CSc1nnc(-c2ccccc2)n1Cc1ccco1)Nc1ccc(S(=O)(=O)N2CCCC2)cc1,-3,i,-13,5,4,i,i,3,i,i,i
CCCc1ncc(CN2CCC(C(=O)Nc3cccc(-c4cscn4)c3)CC2)cn1,2,i,-5,-1,-4,i,i,2,i,i,i
O=C(N/N=C/C=C\c1ccccc1[N+](=O)[O-])c1ccco1,-1,i,-24,13,0,i,i,5,i,i,i
CCOC(=O)CC(NC(=O)Cc1cccs1)c1ccccc1Cl (stereo unspecified),0,i,-3,0,4,i,i,2,i,i,i
CCc1cc2c(NCCC(=O)O)ncnc2s1,1,i,-5,0,-2,i,i,2,i,i,i
CCOC(=O)NN1C(=O)c2ccccc2NC1c1ccc(OC)c(OC)c1 (stereo unspecified),0,i,-14,-8,1,i,i,10,i,i,i
CCCCN(C)CCNC(=O)C(=O)c1c(C)[nH]c2ccccc12,-2,i,-5,-6,0,i,i,nt,i,i,i
Cc1cccc(NC(=S)NNC(=O)c2csc3c2CCCC3)c1,-2,i,-9,0,2,i,i,10,i,i,i
O=S1(=O)CCOC[C@H](Cc2ccccc2)N1Cc1cccc(Cl)c1,-1,i,-6,2,1,i,i,32,i,i,i
CCCCOc1ccc(C2C(C(=O)c3ccc(C)o3)=C(O)C(=O)N2Cc2ccco2)cc1 (stereo unspecified),0,i,-6,6,1,i,i,14,i,i,i
CCOc1ccc(CC(=O)NNC(=S)NC2CCCCC2)cc1OCC,0,i,-14,-5,7,i,i,8,i,i,i
CCC1CCC2(CC1)NC(CO)(CO)CO2 (stereo unspecified),2,i,-10,1,3,8*,i,-2,i,i,i
CC1(C)Cc2c(cnn2-c2ccc(F)cc2)C(NC(=O)CCCN2CCCCC2=O)C1 (stereo unspecified),-1,i,-11,2,-2,i,i,6,i,i,i
Cc1ccc(/C=N/n2c(C)nnc2C)s1,-4,i,-10,1,3,i,i,2,i,i,i
O=C(NC1CC2CCCC(C1)N2S(=O)(=O)c1ccccc1)c1ccco1 (stereo unspecified),-1,i,1,5,5,i,i,8,i,i,i
COc1cc(C(=O)NCCN2CCN(C(=O)c3cc(OC)c(OC)c(OC)c3)CC2)cc(OC)c1OC,-1,i,-14,-1,-1,i,i,-4,i,i,i
O=C(COc1ccc([N+](=O)[O-])cc1)Nc1ccncc1,1,i,-3,4,-9,i,i,9,i,i,i
C=CCNC(=O)COc1ccccc1C#N,3,i,-10,2,0,i,i,-3,i,i,i
Cc1ccc(NC(=O)C2CCCN2S(=O)(=O)c2ccc(-c3ccc(=O)[nH]n3)s2)c(C)c1 (stereo unspecified),1,i,-5,0,-1,i,i,-2,i,i,i
Cc1cccc(Oc2nc(CN3CCOCC3)nc3sc4c(c23)CCCC4)c1,0,i,-16,1,-3,i,i,3,i,i,i
Nc1cccnc1Sc1ccccc1,1,i,-10,-7,-4,i,i,0,i,i,i
Cc1[nH]n(-c2ccccc2)c(=O)c1-c1cccc(Cl)c1,0,i,-5,-5,3,i,i,-2,i,i,i
CCC(c1nnnn1CS(=O)(=O)c1ccc(C)cc1)N1CCN(c2nc3ccccc3s2)CC1 (stereo unspecified),-1,i,-5,7,-3,i,i,-4,i,i,i
COc1cccc(Nc2ncnc3sccc23)c1,8,i,3,-7,0,i,i,8,i,i,i
CCCNC(=O)c1cc(S(=O)(=O)N2CCc3ccccc32)ccc1F,-1,i,-1,1,1,i,i,-13,i,i,i
O=C(Nc1cc(Br)ccc1O)C1CC(c2ccccc2Cl)=NO1 (stereo unspecified),14,i,-4,-1,-1,i,i,3,i,i,i
CCOc1ccc(N(CC(=O)Nc2ccc3c(c2)OCCO3)S(=O)(=O)c2c(C)noc2C)cc1,-3,i,-2,-8,-2,i,i,-1,i,i,i
Cc1cc(N2C(=O)CC(N3CCN(C(c4ccccc4)c4ccccc4)CC3)C2=O)no1 (stereo unspecified),1,i,-9,7,-2,i,i,0,i,i,i
Cc1ccc(NC(=O)Nc2ccc(C(=O)N3CCOCC3)cc2)cc1,nt,i,-13,1,0,i,i,-2,i,i,i
O=C(N/N=C/c1cccc2ccccc12)c1n[nH]c2c1CCCC2,-2,i,-8,-2,-19,i,i,3,i,i,i
O=C(Nc1ccccn1)c1ccc2c(c1)S(=O)(=O)c1ccccc1C2=O,1,i,-5,-8,-9,i,i,1,i,i,i
CCC1Oc2ccc(C)cc2N(CC(=O)NCc2ccco2)C1=O (stereo unspecified),0,i,-14,-4,-5,i,i,0,i,i,i
CC(C)CC(=O)Nc1c2c(nn1-c1cccc(Cl)c1)CS(=O)(=O)C2,-2,i,-6,1,0,i,i,4,i,i,i
NC(=O)C1CCN(c2ccc(S(=O)(=O)N3CCCCC3)cn2)CC1,0,i,-5,7,-4,i,i,-1,i,i,i
CCOC(=O)/C(C#N)=C1/C=Cc2ccccc2N1CC,3,i,-9,4,5,i,i,9,i,i,i
O=C(Cc1ccccc1)NS(=O)(=O)c1ccc(N=NN2CCOCC2)cc1,-1,i,-6,1,5,i,i,0,i,i,nt

# (cont.)
SMILES,GSK3A inh,KCNK9 block,hERG rescue,HDAC3 inh,GSK3beta inhib,KCNQ1 act,KCNQ1 block,Dyrk1A ADPGlo,RGS4 act,KCNK3 inh,PolyA inhibitor
NC(=O)CN1CCOCCOCCN(CC(N)=O)CCOCCOCC1,-1,i,-8,-3,0,i,i,15,i,i,i
CCOC(=O)C1=C(c2ccc(O)cc2)NC(=O)NC1C (stereo unspecified),0,i,-18,1,3,i,i,nt,i,i,i
CCOC(=O)N1CCC(NC(=O)C(CC(C)C)NC(=O)C2CCCCC2)CC1 (stereo unspecified),1,i,-11,-10,-2,i,i,-5,i,i,i
CCN(CC)C(=O)C(=O)c1cc(C)n(-c2ccc(F)cc2)c1C,-3,i,-6,4,1,i,i,-1,i,i,i
CC1CCCN(C(=O)C2CCN(S(=O)(=O)c3cccc4cccnc34)CC2)C1 (stereo unspecified),-4,i,-2,2,3,i,i,3,i,i,i
O=C(OCc1ccc2c(c1)OCO2)c1cccc(S(=O)(=O)N2CCCCC2)c1,-1,-19*,-8,4,-4,i,i,3,i,-9.3*,i
COc1cccc(NS(=O)(=O)c2ccc3c(c2)NC(=O)CC(=O)N3)c1,2,i,-15,-2,-2,i,i,3,i,i,i
Cc1c(Cl)cccc1NC(=O)N1CCN(C(=O)c2ccco2)CC1,1,i,-10,0,2,i,i,-3,i,i,i
COc1ccc(CCN2C(=O)CC(N3CCN(c4ccccn4)CC3)C2=O)cc1OC (stereo unspecified),2,i,1,3,0,i,i,-1,i,i,i
